# KOR beta-arrestin-1 – KOR agonists, beta-arrestin recruitment, primary screen, cell-based, luminescence, uHTS (AID 1777); KOR beta-arrestin recruitment, luminescence; higher % means a stronger effect; 0.02% of 280,000 active; one-dose activation, % at 10 µM; EC50 in µM for titrated hits; in the data active means activation above about 50%, passing the limit was not always enough; further: a part of the inactive calls stands beside numbers as strong as those of hits
# Dynein cargo inh – dynein cargo transport inhibition | 3617.4 mouse cells, GR-EGFP nuclear translocation imaging; test concentration mostly 20 µM; stimulated with dexamethasone, 1 µM; stronger effect = lower value | z-score, hits read low | 0.47% of 220,000 active;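 active means plate z-score of nuclear minus cytoplasmic receptor signal below a set negative limit, without overly bright fluorescence or cell loss, cut at about -3.5 in these data, passing the limit was not always enough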;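 further: z-score of nuclear minus cytoplasmic ring GR-EGFP intensity difference per well; some compounds called inactive have numbers as strong as hits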
#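 Buffer or medium: tetracycline-free induction medium containing charcoal-stripped FBS / Reagent: dexamethasone agonist, 1.0 µM final, for 30 min / Technique: automated 10x imaging of fixed Hoechst-stained cells / Times: induction 48 h, compound 1 h, agonist 30 min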
# M1AAP inhibition – P. falciparum M1AAP inhibitors, biochemical, fluorogenic H-Leu-NHMec substrate, 1536-well (AID 1445); recombinant M1AAP, H-Leu-NHMec fluorogenic kinetic assay; higher % means a stronger effect; inhibition, % at 30 µM; hits with a dose series show IC50 in µM; 0.42% of 220,000 active;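 active means primary inhibition above the hit cutoff, then over 50% inhibition at one or more dose response concentrations, cut at about 23% in these data, passing the limit was not always enough; inconclusive means conflicting primary data, or primary hits not chosen for dose response; inactive means low primary inhibition, or under 50% at every dose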;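 further: plate controls were DMSO full reaction for no effect and no enzyme background for full effect; strong numbers were not always called active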
# NOD2 inhibition – NOD2 signaling inhibitors, cell-based, luminescence, uHTS, HEK293 (AID 1566). HEK293 NOD2/NF-kB luciferase reporter, luminescence; higher % means a stronger effect. inhibition, % at 4 µM, or EC50 in µM where a hit was titrated. 0.63% of 290,000 active; further: many of its hits are not listed in these tables
# NOD1 inhibition – NOD1 signaling inhibitors, primary screen, cell-based, luminescence, uHTS (AID 1578); NOD1-driven NF-kB luciferase reporter cells, luminescence; higher % means a stronger effect; inhibition, % at 4 µM, or EC50 in µM where a hit was titrated; 1% of 290,000 active; in the data active means inhibition mostly above about 36%, no sharp cut-off; inactive means mostly below about 34%;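 further: HEK-293T reporter cells stimulated with the NOD1 agonist gamma-tri-DAP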
# GPR55 beta-arrestin – selective activators of receptor GPR55 – imaging, U2OS cells, beta-arrestin-GFP redistribution, primary screen (AID 1961); U2OS GPR55 beta-arrestin-GFP redistribution imaging; higher % means a stronger effect; activation, % at 10 µM, or EC50 in µM where a hit was titrated; 0.048% of 290,000 active;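 active means activation above 40% with more than 50 cells counted in the well; inconclusive means wells holding fewer than 50 cells, flagged as toxic or sparse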;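 further: U2OS osteosarcoma cells stably expressing GPR55 and beta-arrestin-GFP; plate controls were DMSO negative control for no effect and LPI positive control for full effect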
# AID2073 – inhibitors of Mint1-CaV2.2 protein interaction, biochemical, HTRF (AID 2073); HTRF protein-protein interaction, Mint1-CaV2.2; higher % means a stronger effect; one-dose inhibition, % at 20 µM; IC50 in µM for titrated hits; 0.19% of 290,000 active; in the data active means inhibition mostly above about 51%, no sharp cut-off; inconclusive means no clear call, values can overlap the other calls; inactive means mostly below about 53%; further: some results filed as inactive read as strong as hits
# KOR beta-arrestin-2 – KOR antagonists, beta-arrestin recruitment, cell-based, luminescence, uHTS (AID 1778). KOR beta-arrestin recruitment, luminescence, antagonist mode; higher % means a stronger effect. 0.091% of 290,000 active. inhibition, % at 10 µM; hits with a dose series show IC50 in µM; further: strong numbers were not always called active
# M17LAP inhibition – P. falciparum M17LAP inhibitors, primary screen, biochemical, fluorogenic H-Leu-NHMec substrate, 1536-well (AID 1619). 0.38% of 220,000 active. recombinant M17LAP, H-Leu-NHMec fluorogenic kinetic assay; higher % means a stronger effect. inhibition, % at 30 µM, or IC50 in µM where a hit was titrated;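 active means compound inhibiting the enzyme by more than half at any dose during confirmatory dose-response retesting; inconclusive means strong single-dose inhibitors picked by rank but not retested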;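 further: plate controls were full reaction with DMSO carrier for no effect and no enzyme background for full effect; strong numbers were not always called active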
# Dynein cargo inh cytoplasmic EGFP – recorded beside Dynein cargo inh, whose call it bears; z-score; measured here: cytoplasmic GR-EGFP intensity; stronger effect = higher value
# Dynein cargo inh nuclear GR-EGFP – second read-out of Dynein cargo inh, no call of its own (marks repeat the call); z-score; measured here: nuclear GR-EGFP intensity;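 lower value marks the stronger effect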
# Dynein cargo inh cell count – second read-out of Dynein cargo inh, no call of its own (marks repeat the call); z-score; measured here: cell count per field
# An asterisk follows results filed as active; ? = inconclusive; . = no result given; [ ] = dose if it differs, or a comment. Unless noted, no stated cut-off is given here; in the data, active means inhibition above about 50%; inactive means the rest. Not all compounds are listed. The share of hits here may be higher or lower than overall.
SMILES,KOR beta-arrestin-1,Dynein cargo inh,Dynein cargo inh cytoplasmic EGFP,Dynein cargo inh nuclear GR-EGFP,Dynein cargo inh cell count,M1AAP inhibition,NOD2 inhibition,NOD1 inhibition,GPR55 beta-arrestin,AID2073,KOR beta-arrestin-2,M17LAP inhibition
COc1ccc(NC(=O)CC2C(=O)N(c3cccc(OC)c3)C(=O)N2Cc2ccco2)cc1 (centres undefined),-7.1%,-1.7,-0.33,-0.65,0.87,4%,11%,-10%,-0.3%,-9%,24%,2%
CCOc1ccc(C(=O)NCC(=O)NCCOc2ccc(C)cc2)cc1,1.5%,.,.,.,.,.,-11%,-42%,-0.1%,11%,-11%,.
O=S(=O)([O-])CCC[n+]1ccc(Oc2ccccc2)cc1,-3.6%,.,.,.,.,.,-12%,4%,-0.2%,-4%,14%,.
O=C(Nc1nccs1)c1ccc(S(=O)(=O)NCc2cccs2)cc1,5.2%,-0.31,-0.22,-0.17,0.23,6%,13%,0%,0.2%,28%,11%,6%
COC(=O)c1c(-c2cccc3ccccc23)csc1NC(=O)Cc1ccc(OC)c(OC)c1,7.5%,0.47,-0.24,0.61,1.3,5%,29%,27%,-0.1%,4%,-45%,-14%
O=C(NC1CCCCC1)c1ccc(CS(=O)(=O)Cc2ccccc2F)o1,-5.9%,-0.34,-0.21,0.41,-0.13,5%,16%,9%,-0.1%,-3%,11%,15%
O=C1N=NC(=O)N1c1ccccc1,-4.1%,.,.,.,.,.,3%,-21%,-0.1%,11%,17%[20 µM],.
CC(C(=O)Nc1cccc([N+](=O)[O-])c1)N1CCN(C/C=C/c2ccccc2)CC1 (centres undefined),-1.3%,0.11,-0.2,0.25,-0.78,0%,-37%,-36%,-0.6%,3%,35%,1%
O=C1NCCN/C1=C\C(=O)c1cccc(Br)c1,-5.1%,-0.3,-0.24,0.3,0.53,-1%,-16%,-1%,-0.2%,11%,25%,23%
COc1c2ccoc2nc2c(OC)c(OCC(OC(C)=O)C(C)(C)O)ccc12 (centres undefined),-2.2%,-0.14,-0.26,0.059,0.26,2%,-12%,2%,0.1%,41%,-1%,-39%
CN(C(=O)COC(=O)c1nc(-c2ccccc2)n(-c2ccccc2)n1)C1CCS(=O)(=O)C1 (centres undefined),4.7%,-0.49,-0.18,-0.35,0.066,-4%,7%,0%,-0.1%,5%,-2%,11%
Cc1onc(-c2ccccc2)c1C(=O)OCCOc1ccc([N+](=O)[O-])cc1[N+](=O)[O-],-1.7%,.,.,.,.,.,42%,1%,-0.1%,10%,5%,.
COc1ccc(OC)c(NC(=O)Nc2cccc3ccccc23)c1,1.7%,-0.095,-0.2,-0.057,0.4,10%,1%,-18%,-0.1%,0%,2%,5%
COc1ccc2cc(C(=O)N(C)Cc3ccccc3)[nH]c2c1,4.6%,.,.,.,.,.,-6%,-5%,0.4%,25%,-17%,.
CCOc1cc(-c2c(C)c(CC)nc(N)c2C#N)ccc1O,6.4%,-0.93,-0.28,0.14,0.23,-1%,17%,9%,-0.3%,?,-1%,2%
Cc1cccc(-c2n[nH]c(S(C)(=O)=O)c2C#N)c1,0.1%,-0.16,-0.2,-0.38,-0.25,-1%,13%,-13%,-0.3%,2%,22%,0%
O=[N+]([O-])c1ccccc1/C=N/NC1=NCCCCC1,-0.1%,-0.49,-0.055,-0.32,-0.36,6%,-26%,-8%,-0.1%,5%,-41%,12%
CCOC(=O)N1CCC(NC(=O)C2CCN(S(=O)(=O)c3cccs3)CC2)CC1,3.2%,1.1,0.21,1,-1.3,3%,18%,-12%,0.2%,-3%,31%,-7%
Cc1ccc(S(=O)(=O)NC(CC(=O)NCC2CCCO2)c2ccco2)cc1 (centres undefined),1.6%,1.4,-0.29,0.58,-0.24,2%,-3%,-33%,-0.3%,4%,0%,0%
O=c1c2ccccc2nnn1COc1ccc(Cl)cc1Br,-2.0%,0.58,-0.3,0.79,-0.63,3%,-52%,-65%,-0.3%,10%,-8%,4%
Cc1ccc(-c2cccc(C(=O)NCc3ccccc3)n2)c2ccccc12,4.2%,0.27,-0.25,0.46,0.52,-1%,0%,17%,-0.3%,2%,10%,12%
Cc1ccccc1Cn1ccc(NC(=O)c2nn(C)cc2[N+](=O)[O-])n1,1.1%,0.9,0.086,0.16,-0.38,-5%,14%,9%,0.0%,3%,-46%,-2%
CCOC(=O)c1snc(-c2ccc(F)cc2)c1N,-10%,-0.62,-0.18,-0.31,2,8%,-6%,-26%,-0.2%,2%,-33%,3%
CC1CCN(C(=O)c2ccccc2NC(=O)Cc2ccccc2)CC1,-0.3%,.,.,.,.,.,4%,-25%,0.3%,5%,-9%,.
CC(C)(CNC(=O)CC1C(=O)NCCN1Cc1cccc(F)c1)N1CCOCC1 (centres undefined),2.4%,.,.,.,.,.,10%,-14%,-0.1%,-8%,6%,.

# Compound profiles, from the list above. Order of values: KOR beta-arrestin-1	Dynein cargo inh	Dynein cargo inh cytoplasmic EGFP	Dynein cargo inh nuclear GR-EGFP	Dynein cargo inh cell count	M1AAP inhibition	NOD2 inhibition	NOD1 inhibition	GPR55 beta-arrestin	AID2073	KOR beta-arrestin-2	M17LAP inhibition
# Cc1ccccc1Cn1ccc(NC(=O)c2nn(C)cc2[N+](=O)[O-])n1 is listed with 1.1%	0.9	0.086	0.16	-0.38	-5%	14%	9%	0.0%	3%	-46%	-2%
# Cc1onc(-c2ccccc2)c1C(=O)OCCOc1ccc([N+](=O)[O-])cc1[N+](=O)[O-] is listed with -1.7%	.	.	.	.	.	42%	1%	-0.1%	10%	5%	.
# COc1ccc(OC)c(NC(=O)Nc2cccc3ccccc23)c1 is listed with 1.7%	-0.095	-0.2	-0.057	0.4	10%	1%	-18%	-0.1%	0%	2%	5%
# CCOC(=O)N1CCC(NC(=O)C2CCN(S(=O)(=O)c3cccs3)CC2)CC1 is listed with 3.2%	1.1	0.21	1	-1.3	3%	18%	-12%	0.2%	-3%	31%	-7%

# Other structures
SMILES,KOR beta-arrestin-1,Dynein cargo inh,Dynein cargo inh cytoplasmic EGFP,Dynein cargo inh nuclear GR-EGFP,Dynein cargo inh cell count,M1AAP inhibition,NOD2 inhibition,NOD1 inhibition,GPR55 beta-arrestin,AID2073,KOR beta-arrestin-2,M17LAP inhibition
O=c1oc2ccccc2c(O)c1Cc1cc(Cl)c2cccnc2c1O,-5.9%,0.54,0.91,0.69,-1.1,-7%,29%,63%*,-0.1%,14%,9%,-3%
CC(=O)c1ccc(N(C(=O)CS(=O)CC(=O)Nc2ccc(F)cc2)C(C(=O)NC2CCCCC2)c2cccs2)cc1 (centres undefined),1.7%,-0.25,-0.076,0.79,0.32,1%,-14%,-36%,-0.2%,3%,27%,-8%
COc1ccc(-c2cc(C(=O)Nc3ccc(OC)cc3OC)no2)cc1,0.6%,.,.,.,.,.,38%,-7%,0.0%,24%,17%,.
CCOc1cccc(-c2cc(C(=O)Nc3ccon3)c3ccccc3n2)c1,1.8%,.,.,.,.,.,-14%,-14%,-0.2%,-1%,-23%,.
O=C(NCc1ccco1)C(c1ccco1)N(CCc1ccccc1)C(=O)Cn1nnc2ccccc21 (centres undefined),-6.2%,-0.45,-0.24,-0.04,0.14,8%,-12%,2%,-0.2%,-1%,21%,7%
CCOc1ccc2ccccc2c1/C=N\NC(=O)c1ccc([N+](=O)[O-])cc1,.,.,.,.,.,.,9%,-7%,-0.3%,9%,-35%[20 µM],.
CC1(C)CC(=O)c2c(O)cc(OCC(=O)Nc3ccc(S(N)(=O)=O)cc3)cc2O1,1.9%,.,.,.,.,.,15%,25%,0.3%,25%,-10%[20 µM],.
Nc1nc(-c2ccccc2)c(N=Nc2ccccc2Cl)s1,-6.9%,-1.4,-0.23,-1,0.95,9%,7%,4%,0.2%,4%,48%,4%
COc1ccc(C(=O)NC2CCCc3c2cnn3-c2cc(F)cc(F)c2)c(OC)n1 (centres undefined),-1.3%,.,.,.,.,.,6%,-13%,-0.1%,9%,-46%,.
CC1(C)CN=C(N(C(=O)Nc2ccccc2)c2ccccc2F)S1,1.8%,-0.063,-0.2,0.9,0.012,-1%,-4%,-4%,-0.2%,18%,20%,-5%
CCN(CC(=O)NCc1ccc(Cl)cc1)C(=O)c1ccc(S(=O)(=O)N(C)C)cc1,-1.5%,-0.68,-0.35,0.063,0.26,5%,4%,-31%,-0.5%,0%,-17%,4%
S=C(NC1CCCCC1)NC1CC2C=CC1C2 (centres undefined),8.0%,-0.77,-0.29,0.23,0.54,0%,17%,-3%,0.4%,-7%,-6%,6%
C=CCNC(=O)C(=O)Nc1cc2c3c(c1)CCC(=O)N3CCC2,16%,.,.,.,.,.,9%,-4%,0.2%,4%,-12%,.
C/C(=N/OC(=O)c1cccc(Cl)c1)c1nccs1,4.1%,1.6,-0.25,1.2,-1.3,0%,1%,1%,0.2%,-6%,-6%,5%
CC(NCc1cccn1C)c1ccccc1 (centres undefined),4.7%,-0.19,-0.099,0.22,0.88,-1%,-3%,-4%,-0.1%,-12%,-32%,11%
COc1ccc(-n2cnnc2SCC(=O)c2cc(C)n(Cc3cccs3)c2C)cc1,13%,0.21,0.072,0.19,-0.31,1%,0%,-6%,-0.2%,0%,7%,-3%
CCN(CC)S(=O)(=O)c1ccc(OC)c(NC(=O)CC2CCCC2)c1,1.7%,.,.,.,.,.,-12%,-27%,0.1%,6%,2%,.
CCOc1ccc(CCNC(=O)CCc2nc3ccccc3[nH]2)cc1OCC,15%,-0.35,-0.31,-0.22,0.53,8%,2%,25%,0.2%,0%,-6%,-8%
CC(CN1CCOCC1)OC(=O)CCc1ccccc1 (centres undefined),-2.5%,-0.81,-0.32,-0.29,1.3,2%,4%,-25%,0.3%,11%,-5%,1%
COc1ccc(CCNc2cc(C)nc(N)n2)cc1OC,3.2%,.,.,.,.,.,3%,-9%,-0.3%,8%,-12%,.
Cc1cc(=O)oc2c3c(cc(OCC(=O)NC(Cc4ccc(Cl)cc4)C(=O)O)c12)OC(C)(C)CC3 (centres undefined),-5.1%,.,.,.,.,.,-5%,-16%,0.5%,34%,-31%[20 µM],.
Cc1ccc(C)c(C(=O)OCC(=O)N(C)c2ccccc2)c1,12%,.,.,.,.,.,-7%,-6%,0.3%,8%,0%,.
